Ins promoter up = insulin promoter activators in MIN6 cells, imaging, high-content screening, mouse beta cells; MIN6 insulin promoter-GFP reporter; active compounds read high; z-score at 5 µM; 0.3% of 190,000 active;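 active = z-score above 3 at 5 µM with at least 500 cells counted in the well; inconclusive = wells under 500 cells, flagged as cytotoxic or low count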
CSM14.1 death rescue = rescue of cells from ER stress-induced death, primary screen, 384-well, CSM14.1, thapsigargin, ATP luminescence (AID 1222); CSM14.1 thapsigargin-induced death rescue, ATP luminescence; higher % means a stronger effect; cellular ATP content (survival), % at 20 µM; hits with a dose series show EC50 in µM; 190,000 tested, under 10 active;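 active = EC50 below 50 µM in the dose-response confirmation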;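 also: death triggered by thapsigargin at about 15 µM added after 2 h compound pretreatment; cell ATP read after overnight thapsigargin exposure of roughly 18 to 22 hours; normalized against plate controls of thapsigargin alone and 5% DMSO vehicle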
Lipid droplet = inhibitors of hepatocyte lipid droplet formation, primary screen, imaging, high-throughput imaging, BODIPY stain; AML12 mouse hepatocytes, oleate lipid droplets; inhibition, % at 6.5 µM; 0.4% of 240,000 active; AID 1656, 2009;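 active = lipid droplet intensity inhibited by at least 50%, with more than 500 cells counted; inconclusive = wells with under 300 cells, treated as cytotoxic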
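Material – AML12 mouse liver cells · Also added – oleate loading, 100 µM · Compound dosing – 6.5 µM single-point dosing · Times – overnight treatment with compound plus oleate · Measured by – fluorescence imaging, 20x objective, two fields per well · Read-out – percent inhibition of filter-corrected integrated lipid droplet intensity per well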
Dynein transport = inhibitors of GR-EGFP nuclear translocation, primary screen, dynein cargo transport inhibitor project, imaging, high-content, 3617.4 mouse cells; test concentration mostly 20 µM; stimulated with dexamethasone, 1 µM; active compounds read low; z-score, hits read low; 0.47% of 220,000 active; AID 1381, 2008;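 active = plate z-score of nuclear minus cytoplasmic receptor signal below a set negative limit, without overly bright fluorescence or cell loss, cut at about -3.5 in these data, passing the limit was not always enough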;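 also: z-score of nuclear minus cytoplasmic ring GR-EGFP intensity difference per well; some compounds called inactive have numbers as strong as hits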
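Buffer or medium – tet-free medium with charcoal-stripped serum · Signal – automated 10x imaging of fixed Hoechst-stained cells · Also added – dexamethasone agonist, 1.0 µM final, for 30 min · Incubation – induction 48 h, compound 1 h, agonist 30 min · Read-out – GR-EGFP nuclear translocation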
MT stabilizer = microtubule stabilizers in HeLa cells, primary screen, imaging, high-content imaging. AID 2205, 2009. % tubulin-high responders, % at 10 µM. HeLa tubulin immunostaining HCS, 24 h; share of cells brighter than vehicle mean+2SD. 0.83% of 200,000 active;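 active = plate Z-score above 3 for both tubulin-high and condensed-nucleus cell shares, with cell loss under 80%, at 10 µM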;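 also: anti alpha tubulin signal scored within the nucleus-defined area of each cell; some results filed as inactive read as strong as hits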
T cell modulator = modulators of CD8 T cell-vesicle binding, primary screen, mouse 2C CD8+ T cells, flow cytometry | 2C CD8+ T cell-vesicle binding; active compounds read low | calls only at 7 µM | 0.068% of 330,000 active;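 active = response, share of CD8 T cells binding vesicles, and their 90th percentile fluorescence all below set limits, cut at about 80% in these data, passing the limit was not always enough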
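Incubation: binding step 1.5 h, 37 °C, antibody labelling 20 min, ice; system: murine 2C transgenic CD8+ T lymphocytes; technique: cytometric PE anti-B7-1 and Alexa647 anti-CD8 signals after 1% paraformaldehyde fixation; also added: QL9-charged Drosophila Ld/ICAM-1/B7-1 vesicles; control set: naked versus QL9-loaded vesicles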
bCat nuc transl = modulators of beta-catenin nuclear translocation, primary screen, imaging, HeLa cells, immunofluorescence, high-content; nuclear translocation activity, % at 5 µM; 0.3% of 190,000 active; AID 1665, 2009;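 active = nuclear translocation activity above 50% at 5 µM, with a well cell count of 50 or more; inconclusive = wells under 50 cells across six images, flagged as toxic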;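 also: per-cell ratio of nuclear to cytoplasmic median beta-catenin stain intensity; plate controls were DMSO negative control for no effect and GSK-3 inhibitor IX positive control for full effect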
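test system = HeLa cells, endogenous beta-catenin | dosing = single 5 µM dose plus 0.02–20 µM confirmation series | times = compound treatment 24 h, 37°C, 5% CO2 | technique = beta-catenin immunofluorescence imaging with DAPI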
Autophagy HCS = autophagy modulators in MEF cells, primary screen, imaging, high-content, MEF GFP-LC3. MEF GFP-LC3 puncta imaging; test concentration mostly 10 µM. 0.98% of 190,000 active. calls only at 10 µM (by protocol);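 active = percentage of spot-positive cells more than 3 SD above its plate mean, without a fluorescence outlier flag or 80% toxicity; inconclusive = no clear call, values can overlap the other calls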;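 also: spot-positive cell cutoff set from DMSO-treated cells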
Salmonella PhoP GFP = inhibitors of PhoP regulon expression, primary screen, Salmonella Typhimurium, GFP reporter (AID 1863). one-dose inhibition, % at 50 µM; IC50 in µM for titrated hits. S. Typhimurium PhoP-regulated promoter GFP reporter, 4 h; higher % means a stronger effect. 0.16% of 300,000 active;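 active = inhibition over 29.93%, a cutoff 3 SD above the screen mean, later confirmed by dose response; inconclusive = inhibition over 29.93% but no dose response follow-up; inactive = inhibition at most 29.93% or unconfirmed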;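 also: 0% = low Mg2+ inducing control and 100% = high Mg2+ repressing control; strong numbers were not always called active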
Dynein transport cytoplasmic EGFP = further read-out of Dynein transport, marked with its call; z-score; measured here: cytoplasmic GR-EGFP intensity; active compounds read high
Dynein transport nuclear GR-EGFP = second read-out of Dynein transport, no call of its own (marks repeat the call); z-score; measured here: nuclear GR-EGFP intensity;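 lower value marks the stronger effect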
Dynein transport cell count = recorded beside Dynein transport, whose call it bears; z-score; measured here: cell count per field
Ins promoter up cell count = further read-out of Ins promoter up, marked with its call; cell count; measured here: cytotoxicity, nuclei count;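 total cells summed across four imaged fields per well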
Lipid droplet cells 6.5 µM = recorded beside Lipid droplet, whose call it bears; cell count; measured here: cell count, cytotoxicity flag;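 cells counted across two imaged fields per well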
bCat nuc transl cell count 5 µM = also measured in bCat nuc transl; calls as there; cell count; measured here: cell count, cytotoxicity flag
T cell modulator vesicle-bound % = further read-out of T cell modulator, marked with its call; double positive events, %; measured here: CD8+ vesicle-bound cell fraction;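 binding gate set so that unloaded-vesicle control wells show 10% double positive cells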
MT stabilizer Hoechst-high % = recorded beside MT stabilizer, whose call it bears; % Hoechst-high responders; measured here: nuclear condensation Hoechst responders;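 share of cells brighter than vehicle mean plus two SD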
MT stabilizer cytotoxicity % = further read-out of MT stabilizer, marked with its call; toxicity, %; measured here: cytotoxicity by cell density;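 0% = mean cell density of plate MIN control wells and 100% = no cells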
Autophagy HCS cell loss 18 h = further read-out of Autophagy HCS, marked with its call; toxicity, %; measured here: cell loss, nuclei count;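 cell loss after 18 h compound exposure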
An asterisk follows results filed as active; i = inactive; ? = inconclusive; . = not tested or not shown. No enrichment for hits; any-hit rate near 3%.

SMILES	Ins promoter up	Ins promoter up cell count	CSM14.1 death rescue	Lipid droplet	Lipid droplet cells 6.5 µM	Dynein transport	Dynein transport cytoplasmic EGFP	Dynein transport nuclear GR-EGFP	Dynein transport cell count	MT stabilizer	MT stabilizer Hoechst-high %	MT stabilizer cytotoxicity %	T cell modulator	T cell modulator vesicle-bound %	bCat nuc transl	bCat nuc transl cell count 5 µM	Autophagy HCS	Autophagy HCS cell loss 18 h	Salmonella PhoP GFP
CN(c1ccc(OCC(=O)OCC(=O)NC2CCCC2)cc1)S(=O)(=O)c1ccc2ccccc2c1	0.14	1389	0.6%	1	672	0.58	-0.31	0.54	-0.24	1.7	3.2	3.8	i	28	-0.2	1109	i	8	3%
Clc1ccccc1OCCn1ccnc1	-0.43	1233	-1.6%	2	774	0.51	-0.25	0.16	0.48	2.0	1.2	1.4	i	36	6.1	1074	i	3	21%
CC(=O)N1CCN(c2ccc(C(N)=O)cc2[N+](=O)[O-])CC1	-0.83	1362	-1.7%	2	656	-1.3	-0.19	-0.53	0.046	1.4	1.7	5.1	i	59	-1.0	1126	i	-10	-3%
COC(=O)c1cccc(COC(=O)c2ccccc2NC(=O)c2ccco2)c1	-0.62	1242	0.6%	-11	712	0.84	-0.026	0.31	0.21	2.0	1.0	6.0	i	19	-0.3	1103	i	-6	-4%
COC(=O)c1c(NC(=O)Cc2ccccc2)sc(C)c1C	-0.22	835	-0.2%	-13	728	-0.43	-0.18	-0.27	-0.099	2.4	3.1	3.9	i	14	-3.9	1088	i	3	-1%
Cc1ccc(/C=[N+](\[O-])c2ccc(N(C)C)cc2)c2nsnc12	.	.	.	-8	676	-2.1	4.4	-0.38	0.74	7.4	2.1	5.9	.	.	0.0	1080	i	-27	-2%
C=CCn1c(=O)/c(=C/c2cc(OC)c(OC)c(OC)c2)s/c1=C(/C#N)c1nc2ccccc2n1C	-0.5	644	-0.8%	.	.	-0.22	0.35	0.19	0.057	6.0	3.8	9.9	i	18	-1.4	847	i	-5	-106%
O=C(COc1ccc(-c2nnc(N3CCCCC3)c3ccccc23)cc1)N1CCCCC1	.	.	6.2%	6	728	0.82	-0.29	0.34	0.27	3.6	3.1	7.9	i	19	3.9	520	i	-1	3%
COCC(C)n1c(C)cc(C(=O)COC(=O)CN=C2NS(=O)(=O)c3ccccc32)c1C (stereo unspecified)	0.69	1289	-3.4%	25	670	2.7	-0.23	1.1	-1.5	5.1	3.5	13	i	6	1.5	525	i	-4	-9%
Cc1cc([N+](=O)[O-])nn1CC(=O)Nc1cccc2nonc12	1.9	1566	1.7%	6	656	-0.31	-0.17	-0.1	0.081	1.8	2.1	4.0	i	35	0.2	918	i	-9	-2%
CC(C)c1ccccc1NC(=S)NC1CCN(Cc2ccccc2)CC1	-0.3	1273	-0.6%	-29	660	-1.4	-0.2	-0.91	-0.002	3.4	1.8	3.2	i	45	0.0	1065	i	7	6%
O=C(CSc1nnc(CNc2ccc(F)cc2)n1CC1CCCO1)Nc1ccccc1 (stereo unspecified)	-0.08	1337	-2.6%	-2	708	0.77	-0.2	0.58	-0.58	2.5	1.6	3.7	i	29	0.8	471	i	-2	-6%
COc1ccc(/C=N/N2CCN(C)CC2)cc1OC	0.32	1793	-1.6%	2	655	-0.93	-0.19	-0.57	-0.011	2.1	1.8	2.0	i	37	-0.9	1075	i	-29	13%
Cc1cc(=O)n2[nH]c(N)c(N=Nc3ccccc3)c2n1	0.2	1227	0.9%	9	733	-0.71	-0.25	-0.5	0.96	2.4	2.4	7.1	i	23	6.0	501	i	1	-10%
C=CCOc1ccc2oc(=O)cc(C)c2c1	0.37	1348	-0.3%	-4	672	-0.5	-0.2	-0.61	0.94	2.5	2.4	3.9	i	8	-0.5	796	i	-1	5%
O=C(c1ccccc1NS(=O)(=O)c1ccc(Cl)cc1)N1CCc2ccccc21	0.4	1411	1.2%	15	663	-0.12	-0.19	0.041	-0.52	6.8	1.5	12	i	30	-2.9	1097	i	6	9%
COC(=O)c1sccc1-c1ccc(C(N)=O)o1	-0.24	1519	1.1%	0	671	-0.91	-0.18	-0.36	0.74	7.4	3.2	4.4	i	40	0.3	871	i	12	-5%
CN(c1nc2nonc2nc1NC1CC1)C1CCOC1 (stereo unspecified)	0.5	1604	2.4%	1	772	-1.1	-0.19	-0.49	0.85	3.3	1.3	6.7	i	59	-0.3	1552	i	9	-6%
CC1CCCCC1NC(=O)COC(=O)c1ccccn1 (stereo unspecified)	-0.19	1574	-1.4%	.	.	0.45	-0.25	-0.72	1	2.2	2.0	5.5	i	13	0.0	1381	i	3	4%
CCOCCCn1c(=S)[nH]c2cc(C(=O)NCCN(CC)CC)ccc2c1=O	-0.02	1449	-1.5%	.	.	-0.35	-0.31	-0.095	0.23	4.2	2.5	8.5	i	20	0.8	1396	i	6	-5%
Cc1ccc(C)c(-n2[nH]c3c4c(ccc3c2=O)C(=O)c2ccccc2C4=O)c1	-0.5	1282	2.4%	25	631	0.31	-0.23	0.22	-0.037	2.6	0.5	0.5	i	8	-2.8	878	i	9	9%
CCn1c2ccccc2c2cc(NS(=O)(=O)c3ccccc3C)ccc21	.	.	-4.7%	.	.	0.87	-0.23	0.24	-0.95	43	16	64	i	45	.	.	i	18	10%
O=C(OC(C(=O)NC1CCCC1)c1ccc(F)cc1)c1ccno1 (stereo unspecified)	-0.25	1289	-2.8%	.	.	-0.63	-0.2	-0.31	0.68	2.3	2.0	9.0	i	57	-4.5	1011	i	0	8%
COC(=O)CC1Sc2ccccc2NC1=O (stereo unspecified)	0.2	901	-0.2%	6	799	-1	-0.26	0.091	0.4	3.1	2.3	5.3	i	19	-4.3	1128	i	10	11%
CCCCCC(=O)Nc1ccc(-c2csc(N)n2)cc1	.	.	-0.5%	0	699	-0.6	-0.18	-0.3	0.48	6.6	1.7	5.8	i	37	6.2	1079	i	16	4%
C/C(=N\NC(=O)c1ccco1)c1ccc(NC(=O)c2ccccc2)cc1	?	.	-0.4%	11	698	-1.6	-0.2	-1	0.3	1.6	1.6	4.0	i	65	-0.1	1091	i	16	3%
Nc1ccc(N2CCN(CCCCN3C(=O)C4CCCN4C3=O)CC2)cc1 (stereo unspecified)	-0.33	1050	-1.1%	0	650	-0.49	-0.19	-0.3	0.64	1.7	2.2	4.3	i	6	1.3	474	i	8	5%
O=c1[nH]c(C(F)(F)F)nc2c1nnn2Cc1ccccc1F	-0.15	976	-0.3%	6	747	-0.19	-0.26	-0.064	1.1	2.5	1.2	3.4	i	38	.	.	i	1	-3%
O=C(Nc1ccc(F)cc1)NC1(C(=O)NCc2ccc3c(c2)OCO3)CCCCC1	.	.	-2.6%	-6	724	-0.67	-0.27	-0.47	1.2	2.4	1.5	8.6	i	32	-5.7	579	i	1	5%
O=C(CNC(=O)c1cccs1)OCC(=O)c1ccc(Br)cc1	0.01	975	1.2%	4	720	0.22	-0.16	0.025	-0.14	2.0	2.9	8.2	i	50	3.5	1064	i	-6	5%
CCc1ccc2[nH]c(=O)c(CN(CCCN3CCOCC3)C(=O)Nc3ccc(Cl)cc3)cc2c1	-2.4	911	0.1%	.	.	0.29	-0.22	0.28	0.025	3.2	2.7	10	i	10	-7.9	1130	i	-14	-16%

Not a retest: an excerpt of the list.
SMILES	Ins promoter up	Ins promoter up cell count	CSM14.1 death rescue	Lipid droplet	Lipid droplet cells 6.5 µM	Dynein transport	Dynein transport cytoplasmic EGFP	Dynein transport nuclear GR-EGFP	Dynein transport cell count	MT stabilizer	MT stabilizer Hoechst-high %	MT stabilizer cytotoxicity %	T cell modulator	T cell modulator vesicle-bound %	bCat nuc transl	bCat nuc transl cell count 5 µM	Autophagy HCS	Autophagy HCS cell loss 18 h	Salmonella PhoP GFP
O=C(Nc1ccc(F)cc1)NC1(C(=O)NCc2ccc3c(c2)OCO3)CCCCC1	.	.	-2.6%	-6	724	-0.67	-0.27	-0.47	1.2	2.4	1.5	8.6	i	32	-5.7	579	i	1	5%
O=C(CNC(=O)c1cccs1)OCC(=O)c1ccc(Br)cc1	0.01	975	1.2%	4	720	0.22	-0.16	0.025	-0.14	2.0	2.9	8.2	i	50	3.5	1064	i	-6	5%
CCc1ccc2[nH]c(=O)c(CN(CCCN3CCOCC3)C(=O)Nc3ccc(Cl)cc3)cc2c1	-2.4	911	0.1%	.	.	0.29	-0.22	0.28	0.025	3.2	2.7	10	i	10	-7.9	1130	i	-14	-16%
